High-throughput results deposited in PubChem by Sanford-Burnham Center for Chemical Genomics.
MPTP inh – inhibitors of mitochondrial permeability transition pore | isolated mouse mitochondria, Ca2+ swelling absorbance, 30 min | inhibition, % at 10 µM | 360,000 tested, 1.4% active | AID 602449;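 active = inhibition of 50% or more, scaled per plate between neutral and stimulator controls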;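 note: 0% = DMSO wells given calcium and 100% = 1 mM EGTA wells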
APOBEC3G inh – blocks human APOBEC3G single-stranded DNA deamination; recombinant A3G, ssDNA deamination FAM/TAMRA fluorescence; inhibition, % at 20 µM; 330,000 tested, 0.28% active; AID 493012;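 active = inhibition of at least 40% at 20 µM, with no more than 30% in the related APOBEC3A deaminase screen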;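 note: plate controls were DMSO wells with A3G for no effect and wells lacking A3G enzyme for full effect; some compounds called inactive have numbers as strong as hits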
MIN6 prolif – induces beta-cell replication in MIN6 cells. MIN6 cells proliferation, ATPlite luminescence, 48 h; cells starved in 0.2% serum; 100% = growth in 10% serum. 330,000 tested, 0.29% active. proliferation, % at 10 µM;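 active = compounds whose signal lies at least 3.5 SD above the mean of all wells on their plate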;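 note: 0% = DMSO-treated cells in low-serum medium and 100% = 10% serum control; some compounds called inactive have numbers as strong as hits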
hIAP inh – blocks human intestinal alkaline phosphatase. P09923. purified IAP, CDP-Star luminescence, 30 min. inhibition, % at 10 µM. 330,000 tested, 0.12% active;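 active = inhibition reaching a set limit with compound at 10 µM in the primary screen, cut at about 35% in these data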;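 note: plate controls were DMSO wells with enzyme for no effect and no-enzyme buffer wells for full effect; values of inactives mirror those of a sister screen read the other way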
Target sequence (P09923 whole entry, looked up): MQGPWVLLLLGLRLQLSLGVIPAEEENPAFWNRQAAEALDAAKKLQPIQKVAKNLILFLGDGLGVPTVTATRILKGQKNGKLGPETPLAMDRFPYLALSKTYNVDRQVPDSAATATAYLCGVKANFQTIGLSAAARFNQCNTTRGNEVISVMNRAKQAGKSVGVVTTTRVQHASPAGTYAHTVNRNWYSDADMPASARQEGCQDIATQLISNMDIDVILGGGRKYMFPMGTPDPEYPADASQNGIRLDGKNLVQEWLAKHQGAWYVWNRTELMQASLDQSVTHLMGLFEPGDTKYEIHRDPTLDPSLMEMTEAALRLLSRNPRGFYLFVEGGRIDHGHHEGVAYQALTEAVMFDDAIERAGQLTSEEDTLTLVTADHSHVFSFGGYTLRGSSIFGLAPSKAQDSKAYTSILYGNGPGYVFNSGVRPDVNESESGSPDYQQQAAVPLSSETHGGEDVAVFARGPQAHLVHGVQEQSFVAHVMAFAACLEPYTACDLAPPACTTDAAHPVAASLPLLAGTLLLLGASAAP
mIAP act – mouse IAP activation | muIAP, CDP-Star luminescence, 30 min; stronger effect = higher value; 1 = vehicle-only enzyme signal, 0 = enzyme-free wells | activation factor at 10 µM | 330,000 tested, 0.24% active | AID 2805;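 active = activation factor of at least 2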; note: the source names both 10 and 20 µM as test concentration; values of inactives mirror those of a sister screen read the other way
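System: Mouse IAP enzyme | Also added: CDP-Star substrate | Dosing: Compounds dispensed in DMSO | Schedule: 30 min enzyme-substrate-compound incubation at room temperature | Technique: Chemiluminescence readout | Control set: DMSO-only wells and no-enzyme negative control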
APOBEC3A inh – human APOBEC3A DNA deaminase inhibition; AID 493011; recombinant A3A, FAM/TAMRA ssDNA deamination fluorescence; 330,000 tested, 0.41% active; inhibition, % at 20 µM; P31941;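 active = at least 40% inhibition at 20 µM here, with at most 30% in a related deaminase screen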;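 note: plate controls were A3A with DMSO for no effect and wells lacking A3A enzyme for full effect; some results filed as inactive read as strong as hits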
Target sequence (P31941 whole entry, looked up): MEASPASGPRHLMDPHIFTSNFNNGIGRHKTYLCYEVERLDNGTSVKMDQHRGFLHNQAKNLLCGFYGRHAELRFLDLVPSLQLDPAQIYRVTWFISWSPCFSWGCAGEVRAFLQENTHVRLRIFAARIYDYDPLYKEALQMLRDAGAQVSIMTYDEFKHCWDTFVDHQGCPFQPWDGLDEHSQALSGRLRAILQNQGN
GRIN3A LBD mod – NR3A (human) ligand-binding domain modulation | NR3A LBD differential scanning fluorimetry, Tm shift; 0% = protein alone, 100% = glycine-bound protein | Tm shift relative to glycine control, % at 25 µM | 340,000 tested, 2.5% active | AID 1259313;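 active = melting temperature shift of at least 10% of the positive control shift, at one fixed dose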
mIAP inh – blocks mouse intestinal alkaline phosphatase | purified mouse IAP, CDP-Star luminescence, 30 min | inhibition, % at 10 µM | 330,000 tested, 0.2% active | AID 2806;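 active = inhibition of at least 40% at 10 µM in the primary screen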;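 note: plate controls were DMSO with enzyme for no effect and no enzyme wells for full effect; values of inactives mirror those of a sister screen read the other way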
hIAP activ – increases human intestinal alkaline phosphatase activity. purified human IAP, CDP-Star luminescence, 30 min; stronger effect = higher value; 1 = vehicle-only enzyme, 0 = enzyme-free background. AID 2524. activation factor at 10 µM. 330,000 tested, 0.16% active;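 active = activation factor of the enzyme at least 2-fold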; note: the source names both 10 and 20 µM as test concentration; values of inactives mirror those of a sister screen read the other way
An asterisk follows results filed as active; & = joins results of further samples.

molecule	mIAP act	APOBEC3G inh	MIN6 prolif	APOBEC3A inh	GRIN3A LBD mod	hIAP inh	hIAP activ	MPTP inh	mIAP inh
COc1ccc2c(c1)c1nc3ccccc3nc1n2CC(=O)OC(C)C	0.91	-9	-1	-3	-2	-6	1.1	2.4	9
COc1ccc(NC(=O)c2nc3nccc(C)n3n2)cn1	1.1	12	-3	3	-2	-6	1.1	-1.9	-8
COc1ccc(N2CCN(C(c3nnnn3C3CCCC3)C(C)C)CC2)cc1 (centres undefined)	1.1	-8	3	10	1	4	0.96	1.4	-7
COc1cc2c(cc1OC)CN(C(C)C(=O)N1CCc3ccccc31)CC2 (centres undefined)	1	-6	2	0	-1	1	0.99	-8.8	-4
CCn1ncc(C(=O)Nc2ccc(S(=O)(=O)N3CCCC3)cc2)c1C	1.1	-1	-3	-4	0	-2	1	-3.5	-11
COc1ccc(CNc2cccc(C)n2)c(O)c1	1	-11	-2	-8	0	25	0.75	0.3	-4
CCN(c1ccccc1)S(=O)(=O)c1ccc(Cl)c(NC(=O)CSc2ncn[nH]2)c1	0.94	-7	-1	15	-4	2	0.98	1.1	6
COc1ccccc1C(=O)C1CCCN(C(=O)c2cnn(C(C)C)c2)C1 (centres undefined)	1	-6	-3	0	1	-5	1.1	-0.7	-4
CS(=O)(=O)Nc1ccc(C(=O)N2CCc3ccccc3C2)cc1	1.2	2	-4	2	-3	-14	1.1	0.3	-15
CCCCn1c(N)c(N(CCC(C)C)C(=O)c2[nH]c(C)c(C(=O)OCC)c2C)c(=O)[nH]c1=O	0.94	-10	-3	5	-1	16	0.84	-0.6	6
Cn1c(SCC#N)nnc1-c1cnccn1	1	-1	1	-2	2	4	0.95	0.6	-3
O=C(NCCc1ccccc1F)C1CC(=O)N(c2ccccc2)C1 (centres undefined)	1	-8	2	-3	-1	-4	1	-1.4	0
O=C(c1ccc2c(c1)OCO2)N1CCNc2ccccc2C1	1.2	-3	4	-4	0	-5	1.1	-1.3	-20
COc1ccc(OC)c(NS(=O)(=O)c2ccc(Cl)nc2)c1	0.96	-3	0	2	-14	15	0.85	0.1	4
Cc1c(C(=O)N(CCc2ccccc2)Cc2ccccc2)cccc1[N+](=O)[O-]	0.91	0	-4	-1	4	13	0.87	0.1	9
COc1ccc(NC(=O)CN(C)CCOc2ccc(Cl)cc2)cc1OC	1.1	-5	-4	-2	0	-2	1	0.2	-7
O=C(CSc1ncc(S(=O)(=O)c2ccccc2)c(=O)[nH]1)Nc1ccccc1Cl	1	-7	-2	-10	-7	-8	1.1	2.2	-1
CN(CC(=O)Nc1ccccc1Cl)CC(=O)Nc1sc2c(c1C(N)=O)CCC2	1	-4	1	-1	2	-63	1.6	-0.8	0
NS(=O)(=O)c1ccc(CCNC(=O)CNC(=O)c2ccc(F)cc2)cc1	1	1	-1	-1	-1	-2	1	0.2	-2
CC(C)NC(=O)CSc1c2c(nc3ccccc13)CCCC2	0.96	-7	-2	-3	-17	6	0.94	0.5	4

An excerpt from above in order of SMILES length, lowest first:
molecule	mIAP act	APOBEC3G inh	MIN6 prolif	APOBEC3A inh	GRIN3A LBD mod	hIAP inh	hIAP activ	MPTP inh	mIAP inh
CC(C)NC(=O)CSc1c2c(nc3ccccc13)CCCC2	0.96	-7	-2	-3	-17	6	0.94	0.5	4
COc1ccc(OC)c(NS(=O)(=O)c2ccc(Cl)nc2)c1	0.96	-3	0	2	-14	15	0.85	0.1	4
NS(=O)(=O)c1ccc(CCNC(=O)CNC(=O)c2ccc(F)cc2)cc1	1	1	-1	-1	-1	-2	1	0.2	-2
O=C(CSc1ncc(S(=O)(=O)c2ccccc2)c(=O)[nH]1)Nc1ccccc1Cl	1	-7	-2	-10	-7	-8	1.1	2.2	-1

The list continues.
molecule	mIAP act	APOBEC3G inh	MIN6 prolif	APOBEC3A inh	GRIN3A LBD mod	hIAP inh	hIAP activ	MPTP inh	mIAP inh
CC(Oc1cccc(Cl)c1)C(=O)Nc1ccccc1N1CCCC1 (centres undefined)	0.98	-3	-3	-2	0	6	0.94	-0.5	2
COc1ccccc1C1c2c(C)nn(-c3ccccc3)c2NC(=O)C1NC(=O)c1ccccc1 (centres undefined)	0.95	3	0	1	-1	-6	1.1	0.4	4
COc1ccccc1C(=O)NN1C(=O)C2C3C=CC(O3)C2C1=O (centres undefined)	0.95	-5	-2	-11	0	-18	1.2	-12	5
COc1ccc(C(c2nnnn2C2CCCCC2)N2CCN(C)CC2)c(OC)c1 (centres undefined)	0.99	-8	1	1	0	-14	1.1	4.6	1
O=C(Nc1ccc(S(=O)(=O)Nc2cnc3ccccc3n2)cc1)c1ccc(Cl)c([N+](=O)[O-])c1	1	-5	-5	-3	24*	4	0.96	0.9	-4
COc1ccc(S(=O)(=O)N2CCN(C)CC2)cc1C(=O)N1CCCCC1	0.97	-8	-4	-3	8	10	0.9	0.3	3
CCc1cccc(C)c1NC(=O)COC(=O)c1c2c(nc3ccccc13)/C(=C\c1cccs1)CCC2	0.9	0	-3	10	-1	3	0.97	4.6	10
Cc1cccc(/C=C(\C#N)C(=O)Nc2ccccn2)c1	0.93	-9	3	-4	1	12	0.88	-0.3	7
CC(OC(=O)c1cnc(Cl)c(Cl)c1)C(=O)NCc1ccccc1 (centres undefined)	1.1	-2	-7	-2	1	5	0.95	0.7	-6
CCCCC(=O)NC(c1ccccc1Cl)c1ccc2cccnc2c1O (centres undefined)	1	-7	-4	-3	-5	-21	1.2	6.7	-1
N#Cc1c(NC(=O)C2CCCO2)sc2c1CCCCC2 (centres undefined)	0.97	-9	1	-2	0	-7	1.1	-0.8	3
Cc1cc(C)nc(N(C#N)S(=O)(=O)c2ccccc2)n1	1.1	-3	-3	-1	-1	-22	1.2	-2.8	-7
CCn1c(=O)c(C(=O)Nc2ccc(C)cc2C)c(O)c2ccccc21	0.97	-2	-4	-2	3	19	0.81	4.3	3
CCOC(=O)c1c(CN2CCCCC2)oc2ccc(OC)cc12	1.1&1	-1&37	5&0	-1&2	1&-1	2&0	0.98&1	1.9&0.9	-8&0
CC1CC(C)CN(C(=O)Cn2c(-c3nonc3N)nc3ccccc32)C1 (centres undefined)	0.89	-1	-2	2	-1	7	0.93	4.3	11
CCNC(=O)NC(=O)C(C)OC(=O)c1ccc(-n2nc(SC)sc2=S)cc1 (centres undefined)	1.1	-2	-2	0	-2	0	1	2.9	-8
COC(=O)C1=C(C)N(c2ccc(C)c(C)c2)/C(=C/c2cccs2)C1=O	0.98	3	-6	1	0	3	0.97	-1.0	2
COc1ccc(C2CC(C(F)(F)F)n3nc(C(=O)NCc4c(C)nn(C)c4C)c(Cl)c3N2)cc1 (centres undefined)	1	-8	-4	-1	-2	-20	1.2	0.3	-3
Nc1ccccc1Nc1ccccc1	0.81	-5	0	-4	-1	18	0.82	2.4	19
CCCC(C(=O)NC1CCCC1)N(C(=O)c1snc(C(N)=O)c1N)c1ccc(OCC)cc1 (centres undefined)	0.98	-6	-3	-2	0	5	0.95	0.6	2
CCCCNC(=O)CSc1nc(COc2ccccc2)nc2ccccc12	1	-8	2	1	-2	13	0.87	-1.0	-1
O=C(CN1CCN(Cc2ccccc2)CC1)N/N=C/c1ccccc1F	1	-6	0	-4	0	-6	1.1	2.7	0
Cc1ccccc1NC(=O)c1c(F)c(F)c(F)c(F)c1F	1	-5	-5	1	0	3	0.97	-0.1	-1
CC(C)(CCO)NC(=S)NC1CC2C=CC1C2 (centres undefined)	0.89	-6	1	-2	-1	8	0.92	1.2	11
COCCNC(=O)/C(C#N)=C/c1c(N2CCN(c3ccc(OC)cc3)CC2)nc2c(C)cccn2c1=O	0.94	20	-3	-6	-2	-4	1	1.1	6
Cc1cc(N2CCCC2=O)cc(C)c1S(=O)(=O)NCCOc1ccc(C(C)(C)C)cc1	1	-7	-3	0	-11	-12	1.1	105*	-4
COc1ccccc1-c1cc(-c2ccccc2)nc(SC(C(N)=O)c2ccccc2)c1C#N (centres undefined)	0.96	-3	-6	1	1	-12	1.1	1.3	4
COC(=O)CCNC(=O)Cc1ccc(S(=O)(=O)N2CCCCC2)s1	0.99	-8	2	3	-2	-5	1	0.3	1
O=C(CSc1nnc2scc(-c3ccccc3)n12)N1CCN(Cc2ccccc2)CC1	1	-5	0	2	0	13	0.87	-0.3	-3
O=c1c(-c2ccc3c(c2)OCCO3)c(C(F)(F)F)oc2cc(O)cc(O)c12	0.95	-2	-5	1	6	12	0.88	89*	5

Records listed above that bear a hit mark in GRIN3A LBD mod:
| molecule | mIAP act | APOBEC3G inh | APOBEC3A inh | GRIN3A LBD mod | hIAP inh | hIAP activ | MPTP inh | mIAP inh |
| --- | --- | --- | --- | --- | --- | --- | --- | --- |
| O=C(Nc1ccc(S(=O)(=O)Nc2cnc3ccccc3n2)cc1)c1ccc(Cl)c([N+](=O)[O-])c1 | 1 | -5 | -3 | 24* | 4 | 0.96 | 0.9 | -4 |

Remaining list, next part.
molecule	mIAP act	APOBEC3G inh	MIN6 prolif	APOBEC3A inh	GRIN3A LBD mod	hIAP inh	hIAP activ	MPTP inh	mIAP inh
Cc1ccc(/C=N/OC(=O)c2c(C)noc2-c2snnc2C)cc1	1	-6	-2	-1	-1	7	0.93	0.5	-4
COc1ccc(N=NC2=C(O)CC(C)(C)CC2=O)c(OC)c1	0.82	-4	3	-2	1	-10	1.1	0.4	18
Cc1cc(C)c2ccc3c(C)c(C)n(C)c3c2n1	1.1	-7	-6	2	0	9	0.91	-3.0	-7
Cc1ccnc(NC(=O)C(C)n2cc([N+](=O)[O-])cn2)c1 (centres undefined)	1	4	0	6	1	-15	1.2	0.4	-1
Cc1cc(=O)n2nc(N3CCC(C(=O)NCc4ccccc4F)CC3)sc2n1	0.98	-7	6	-4	-1	-12	1.1	-2.2	2
CC(=O)N1CCN(c2ccc(NC(=S)NC(=O)COc3ccc(C(C)(C)C)cc3)cc2)CC1	0.91	-2	0	-3	-15	6	0.94	88*	9
COc1ccc(Nc2cc(Nc3ccc(OC)cc3)ncn2)cc1	1	-6	-3	0	16*	2	0.98	1.2	-2
COC(=O)[C@@]12CCCN1[C@H](c1ccc(-c3cccc(Cl)c3)c(OC)c1)[C@H]1C(=O)N(C)C(=O)[C@H]12	1.2	-9	-3	-4	-2	-4	1	0.1	-23
CCCN1CCN(CC(=O)Nc2nnc(CC)s2)CC1	0.97	-16	-2	-6	-2	-6	1.1	-0.1	3

2 of these compounds in another layout:
Every second line gives: mIAP act	APOBEC3G inh	MIN6 prolif	APOBEC3A inh	GRIN3A LBD mod	hIAP inh	hIAP activ	MPTP inh	mIAP inh
Cc1cc(C)c2ccc3c(C)c(C)n(C)c3c2n1
    1.1	-7	-6	2	0	9	0.91	-3.0	-7
Cc1ccnc(NC(=O)C(C)n2cc([N+](=O)[O-])cn2)c1 (centres undefined)
    1	4	0	6	1	-15	1.2	0.4	-1
